Compound activity (PubChem)
Growth percent in the NCI-60 one-dose screen (48 h, 10 µM unless noted): 100 = growth as untreated, 0 = no growth, -100 = all killed.
OVCAR-3 = OVCAR-3 ovarian cancer | actives 7% (n = 79,000) | AID 1794787
OVCAR-5 = OVCAR-5 ovarian cancer | actives 2.9% (n = 82,000) | AID 1794783
NCI-H23 = NCI-H23 lung cancer; actives 4% (n = 80,000); AID 1794731
OVCAR-8 = OVCAR-8 ovarian cancer; actives 4.4% (n = 81,000)
IGROV1 = IGROV1 ovarian cancer; actives 4.7% (n = 79,000); AID 1794786
NCI/ADR-RES = NCI/ADR-RES ovarian cells. actives 4.4% (n = 81,000)
OVCAR-4 = OVCAR-4 ovarian cancer cells | actives 3.7% (n = 80,000)
NCI-H522 = NCI-H522 lung cancer. actives 8% (n = 78,000)
SK-OV-3 = SK-OV-3 ovarian cancer cells; actives 3.2% (n = 80,000); AID 1794785
Numbers without * were called inactive; / = not tested or not shown; & = joins results of further samples; [ ] = remark or other dose. How the source made its calls: active means growth percent below 10; inactive means the rest. Random draw from the library; about 11% have a hit in one of these screens.

SMILES | OVCAR-3 | OVCAR-5 | NCI-H23 | OVCAR-8 | IGROV1 | NCI/ADR-RES | OVCAR-4 | NCI-H522 | SK-OV-3
CCC(O)(CC)c1ccccc1 | 123 | 97 | 98 | 101 | 116 | 99 | 115 | 104 | 113
O=c1[nH]cc(/C=N\Nc2ccccc2)c(=O)[nH]1 | 81 | 68 | 90 | 47 | 54 | 56 | 84 | 20 | 62
COC(=O)c1ccc(NC(N)=NCC(C)(C)COc2ccc(C(F)(F)F)cc2)nc1 | 50 | 72 | 34 | 52 | 21 | 45 | 41 | 37 | 106
c1ccc(C2CCCCC2)cc1 | 117 | 105 | 117 | 103 | 122 | 107 | 104 | / | 103
Cc1ccccc1C(=O)Nc1ccccc1 | 115 | 110 | 104 | 101 | 114 | 108 | 109 | 88 | 96
COc1ccc2c(c1)[n+](=O)c(C(=O)NCCc1ccccc1)c(C)n2[O-] | 110 | 101 | 103 | 92 | / | 102 | 132 | 73 | 111
OCCN(CCO)Cc1cc(OCc2ccccc2)ccc1O | 104 | 108 | 96 | 113 | 102 | 100 | 108 | 91 | 103
O=C1CC(c2ccccc2)Cc2nc3ccc(Br)cc3cc21 (centres undefined) | -28* | 27 | 40 | 24 | 22 | 17 | 47 | -3.6* | 48
OCC(O)C(O)C(O)C(O)CO (centres undefined) | 100&111 | 97&96 | 93&106 | 102&99 | 107 | 102&102 | 90&110 | 96 | 102&102
CCC1=Cc2cc(Cl)ccc2OC12C=Cc1cc(Cl)ccc1O2 (centres undefined) | / | 105 | 105 | 107 | 104 | 102 | 108 | 102 | 118
O=C1CCCN1c1ccc([N+](=O)[O-])cc1 | 77 | 91 | 90 | 84 | 111 | 75 | 78 | 63 | 102
O=C1CCCC=CC[C@H]2C=C(Cl)C(=O)C2=CC[C@H](CCCCC(F)(F)F)OC(=O)CCCC=CC[C@H]2C=C(Cl)C(=O)C2=CC[C@H](CCCCC(F)(F)F)OC(=O)CCCC=CC[C@H]2C=C(Cl)C(=O)C2=CC[C@H](CCCCC(F)(F)F)OC(=O)CCCC=CC[C@H]2C=C(Cl)C(=O)C2=CC[C@H](CCCCC(F)(F)F)O1 | 76[3.5 µM] | 140[3.5 µM] | 98[3.5 µM] | 85[3.5 µM] | 100[3.5 µM] | 106[3.5 µM] | 98[3.5 µM] | 86[3.5 µM] | 129[3.5 µM]
COC(=O)C1(CC(=O)/C=C/c2ccccc2)NC(=S)NC(=O)C1C#N (centres undefined) | 117 | 105 | 102 | 117 | 107 | 106 | 100 | 99 | 114
COc1ccc2nc(C)cc(Nc3ccccc3O)c2c1 | -35* | 108 | 100 | 33 | 45 | 47 | -76* | 47 | -41*
CCOC(=O)c1cnc2ccc(OC)cc2c1Nc1ccc(N2CCN(C)CC2)cc1 | 113 | 89 | 110 | 79 | / | 102 | 96 | 112 | 105
O=C(Nc1ccccc1C(F)(F)F)C1=NCCCCN1 | 101 | 95 | 98 | 100 | 101 | 103 | 99 | 87 | 108
O=C(Nc1nc2cnc(N3CCOCC3)cc2s1)c1ccccc1 | 98 | 106 | 99 | 104 | 109 | 107 | 99 | 71 | 90
Cc1cc2c(C(C)C)c(O)c(O)c(C=NCCCS(=O)(=O)O)c2c(O)c1-c1c(C)cc2c(C(C)C)c(O)c(O)c(C=NCCCS(=O)(=O)O)c2c1O | 71 | 82 | 44 | 68 | 63 | 75 | 57 | 48 | 101
CCc1nnc(N)s1 | 121 | 120 | 107 | 100 | 106 | 113 | 119 | 98 | 102
CCCN1[C@@H]2CC[C@H]1/C(=C\c1ccc(OC)c(OC)c1)C(=O)/C2=C/c1ccc(OC)c(OC)c1 | 57 | 78 | 24 | 35 | 57 | 42 | 46 | 48 | 66
Cc1nc(-c2ccc(Cl)cc2)ccc1-c1nnc(SCC(=O)O)o1 | / | 106 | 99 | 107 | 97 | 104 | 105 | 95 | 105
NS(=O)(=O)c1ccc(-n2ncc3c(SCCN4CCOCC4)ncnc32)cc1 | 87 | 98 | 107 | 84 | 108 | 86 | 113 | / | 115
CNc1ccc2[nH]c3ccccc3c2c1 | 93 | 103 | 75 | 85 | 98 | 93 | 77 | 89 | 92
O=C(/C=C/c1ccco1)c1ccc(Nc2nc(N3CCCCC3)nc(N3CCCCC3)n2)cc1 | 98 | 113 | 98 | 105 | 99 | 103 | 108 | 92 | 105
Cc1c2cccnc2c(C)c2c1c1cc(CO)ccc1n2C | 25 | 2.9* | 31 | 29 | 4.3* | 24 | 33 | 30 | 43

Individual results from the list.
`COc1ccc2nc(C)cc(Nc3ccccc3O)c2c1` in IGROV1 → 45
`O=c1[nH]cc(/C=N\Nc2ccccc2)c(=O)[nH]1` in OVCAR-8 → 47
`OCC(O)C(O)C(O)C(O)CO` (centres undefined) in NCI-H23 → 93&106
`O=C1CCCC=CC[C@H]2C=C(Cl)C(=O)C2=CC[C@H](CCCCC(F)(F)F)OC(=O)CCCC=CC[C@H]2C=C(Cl)C(=O)C2=CC[C@H](CCCCC(F)(F)F)OC(=O)CCCC=CC[C@H]2C=C(Cl)C(=O)C2=CC[C@H](CCCCC(F)(F)F)OC(=O)CCCC=CC[C@H]2C=C(Cl)C(=O)C2=CC[C@H](CCCCC(F)(F)F)O1` in NCI-H522 → 86[3.5 µM]
`O=C1CC(c2ccccc2)Cc2nc3ccc(Br)cc3cc21` (centres undefined) in NCI-H23 → 40

Further results follow.
SMILES | OVCAR-3 | OVCAR-5 | NCI-H23 | OVCAR-8 | IGROV1 | NCI/ADR-RES | OVCAR-4 | NCI-H522 | SK-OV-3
CCCSc1nc2ccccc2cc1/C=[N+](\[O-])c1ccccc1 | 32 | 92 | 75 | 36 | 73 | 43 | 89 | 65 | 80
CS(=O)(=O)c1ccc(-n2cc(/C=C/C(=O)c3ccc(NC(=O)CO[N+](=O)[O-])cc3)c(-c3ccc(Cl)cc3)n2)cc1 | 111 | 98 | / | 92 | 94 | 94 | 114 | 103 | 90
Clc1cnc(NC2CCNC2)nc1-n1cnc2ccccc21 (centres undefined) | 107 | 110 | 99 | 105 | 101 | 113 | 114 | 99 | 114
COc1ccc(C2CC(c3ccc(Nc4nc(NCCO)nc(NCCO)n4)cc3)=NN2C(C)=O)cc1 (centres undefined) | 110 | 108 | 92 | 97 | 97 | 98 | 102 | / | 95
O=C(CSc1nnc(-c2ccncc2)n1-c1ccccc1)c1ccccc1 | 107 | 115 | 102 | 100 | 100 | 103 | 109 | 91 | 107
O=C1OCC2=C1C(c1cccc(C(F)(F)F)c1)c1cc3c(cc1N2CCO)OCCO3 (centres undefined) | -4.2* | 46 | 29 | 11 | 38 | 22 | 66 | 7.2* | 16
Cn1c(C#N)ccc1-c1ccc(F)c(NC(=O)c2ccc(F)cc2)c1 | 77 | 85 | 81 | 95 | 74 | 77 | 85 | 76 | 80
CCOC(=O)Nc1c(C)cc(C)cc1C | 107 | 114 | 112 | 94 | 95 | 104 | 107 | 90 | 100
Nc1ncnc2c1nc(N)n2C1OC(CO)C(O)C1O (centres undefined) | -13* | -13* | -23* | 2.2* | / | -45* | -2.8* | -63* | /
COc1ccc(N2C(=O)[C@@H](O)[C@H]2/C=C/c2ccccc2)cc1 | 106 | 101 | 110 | 103 | 107 | 107 | 101 | 94 | 97
O=C1Nc2ccccc2/C1=C/c1ccc(OCc2ccccn2)cc1 | 82 | 94 | 79 | 70 | 63 | 53 | 69 | 75 | 83
BrCCc1ccc(CCCc2ccccc2)cc1 | 111 | 97 | 99 | 101 | 92 | 99 | 102 | 80 | 118
CS(=O)(=O)CS(C)(=O)=O | 109 | 108 | 101 | 99 | 109 | 103 | 117 | 96 | 101
CC(=O)c1ccc(OCc2cccc(Cn3ccnc3)n2)c(OCc2cccc(Cn3ccnc3)n2)c1 | 103 | 112 | 108 | 104 | 106 | 102 | 102 | 84 | 108
COc1ccc(-c2cc(Cc3cccs3)c(=O)n(Cn3cnc4c(N)ncnc43)n2)cc1 | 113 | 99 | 93 | 103 | 115 | 94 | 98 | 93 | 101
O=C(/C=C/Nc1ccc(S(=O)(=O)Nc2ncccn2)cc1)c1ccc(N=Cc2c(O)[nH]c3ccccc23)cc1 | 137 | 115 | 96 | 101 | 118 | 110 | 106 | 99 | 109
Cn1c2ccccc2c2nnc(N/N=C/c3ccccn3)nc21 | 24 | 41 | 19 | 24 | 5.0* | 6.5* | 24 | 18 | -11*
CCCCCCCC/C=C\CCCCCCCC(=O)OCCCCCCCCCCC | 107 | 106 | 97 | 100 | 107 | / | 109 | 104 | 104
COc1ccc(-c2nn(-c3cccc(Cl)c3)cc2-c2c(C#N)c(=O)n3nc(-c4ccccc4C(=O)c4ccccc4)[nH]c3c2C#N)cc1 | 76 | 98 | 48 | 60 | 62 | 79 | 82 | 42 | 79
CC(C)CSc1nc(N/N=C/c2cc(Cl)ccc2O)c(C#N)c(-c2ccc(F)cc2)n1 | 113 | 102 | 93 | 93 | 102 | 90 | 96 | 72 | 83
C[C@H](COc1ccccc1)N(CCCl)Cc1ccccc1 | 91&103 | 108&112 | 91&95 | 53&95 | 87&100 | 95&94 | 81&100 | 73&69 | 102&103
C/C(=N/O)c1ccc(NC(=O)Cn2nc(C(F)(F)F)nc2N)cc1 | 100 | 107 | 96 | 80 | 104 | 103 | 110 | 68 | 96
COc1cc(Cn2cc3c(c2-c2cc(OC)c(OC)c(OC)c2)CCCc2cnoc2-3)cc(OC)c1OC | 111 | 103 | 86 | 92 | 86 | 82 | 98 | 79 | 107
CC(C)CCNNCCC(C)C | 106 | 109 | 107 | 106 | 106 | 103 | 109 | 88 | 98
COc1ccc(C(=O)CN2C(=O)NC(c3ccccc3)(c3ccccc3)C2=O)cc1 | 107 | 99 | 103 | 95 | 115 | 102 | 100 | 96 | 102

Quoted at random: 4 records from the list.
SMILES | OVCAR-3 | OVCAR-5 | NCI-H23 | OVCAR-8 | IGROV1 | NCI/ADR-RES | OVCAR-4 | NCI-H522 | SK-OV-3
Clc1cnc(NC2CCNC2)nc1-n1cnc2ccccc21 (centres undefined) | 107 | 110 | 99 | 105 | 101 | 113 | 114 | 99 | 114
CCCCCCCC/C=C\CCCCCCCC(=O)OCCCCCCCCCCC | 107 | 106 | 97 | 100 | 107 | / | 109 | 104 | 104
BrCCc1ccc(CCCc2ccccc2)cc1 | 111 | 97 | 99 | 101 | 92 | 99 | 102 | 80 | 118
C/C(=N/O)c1ccc(NC(=O)Cn2nc(C(F)(F)F)nc2N)cc1 | 100 | 107 | 96 | 80 | 104 | 103 | 110 | 68 | 96

Next part
SMILES | OVCAR-3 | OVCAR-5 | NCI-H23 | OVCAR-8 | IGROV1 | NCI/ADR-RES | OVCAR-4 | NCI-H522 | SK-OV-3
NC(=O)Cc1c[nH]c2ccc(Br)cc12 | 114 | 103 | 103 | 113 | 109 | 102 | 104 | 87 | 112
CC(=O)c1cc2c(N)c(C(=O)Nc3cncc4ccccc34)sc2nc1C | 110 | 104 | 101 | 104 | 104 | 104 | 113 | 92 | 94
Cc1cccc2c(N)c3ccccc3nc12 | -17* | 7.6* | -40* | -9.8* | -13* | -47* | 1.5* | -36* | -3.2*
COc1cc(-c2nn(-c3cccc(NC(=O)NCCNS(=O)(=O)c4ccc(Cl)cc4)c3)cc2-c2ccncc2)ccc1Cl | 2.8* | 28 | 12 | 8.9* | 25 | 71 | 33 | 7.7* | 19
CN1CC(c2ccc(Br)cc2)C2(SC(=Nc3ccccc3)N(Nc3ccccc3)C2=O)C12C(=O)Nc1ccccc12 (centres undefined) | 40 | 56 | 39 | 52 | 60 | 28 | 52 | 51 | 75
COc1cc(Cl)c(C)cc1NC(=O)c1cc2ccccc2cc1O | 6.4* | 20 | 2.0* | 12 | 12 | 0.3* | 21 | -11* | 15
Clc1cccc(NC2=NCCN=C(Nc3cccc(Cl)c3)SS2)c1 | 82 | 100 | 84 | 92 | 67 | 81 | 86 | 56 | 92
CCCCN(CCCC)CC(O)c1ccc(OC)c2ccccc12 (centres undefined) | 97 | 70 | 73 | 95 | 53 | 87 | 78 | 89 | 95
COC(=O)[C@@H](Cc1c[nH]c2ccccc12)NC(=O)[C@H](Cc1ccccc1)NCc1cccc(O)c1 | 107 | 106 | 98 | 95 | 98 | 94 | 105 | 72 | 114
Cc1cc(C)nc(SC2=C(Nc3cccc(Cl)c3)C(=O)N(Cc3ccccc3)C2=O)n1 | 69[30 µM] | 107[30 µM] | 82[30 µM] | 52[30 µM] | 43[30 µM] | 56[30 µM] | 62[30 µM] | 68[30 µM] | 113[30 µM]
O=C(Nc1cc(Cl)cc(Cl)c1)Nc1nc2ccc([N+](=O)[O-])cc2s1 | 14 | 24 | -38* | 8.8* | 21 | 2.3* | 10 | 2.0* | -2.9*
CC1Cc2c(N(C)C)ncnc2N(C)c2ccc(O)cc21 (centres undefined) | 89 | 99 | 93 | 103 | 94 | 84 | 85 | 49 | 86
CC(=O)OCCCCBr | 124 | 109 | 120 | 101 | 114 | 111 | 111 | / | 104
COc1cc2ncnc(Nc3ccc(S(=O)(=O)Nc4nccs4)cc3)c2cc1OCCCN1CCN(c2ccc(F)cc2)CC1 | 113 | 100 | 108 | 103 | 108 | 110 | 115 | 100 | 99
O=C(NCc1ccccc1)C1CN(c2ccc(Cl)cc2)N(c2ccc(Cl)cc2)C1=O (centres undefined) | 52 | 95 | 94 | 87 | 92 | 70 | 88 | 66 | /
Oc1ccccc1CNCC12CC3CC(CC(C3)C1)C2 | 50 | 120 | 86 | 24 | 63 | / | 67 | 30 | 93
CC(=O)Nc1cccc(-n2c(COc3ccc(Br)cc3)nc3ccccc32)c1 | 98&97 | 109&105 | 107&94 | 114&113 | 111&91 | 104&89 | 101&88 | 108&97 | 107&76
Nc1cccc(N2N=C(C(=O)O)CC2=O)c1 | 118 | 96 | 106 | 106 | 113 | 110 | 107 | 100 | 105
NS(=O)(=O)c1cnccc1Sc1ccncc1S(N)(=O)=O | 103 | 101 | 97 | 96 | 6.7* | 99 | 118 | 115 | 96
